FAS TE block: inhibitors of human fatty acid synthase thioesterase domain. AID 602261. recombinant FAS-TE, OMFH fluorogenic substrate, fluorescence endpoint. hit rate 0.67% among 360,000. inhibition, % at 15 µM. P49327;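 active means compounds whose normalised, plate-corrected inhibition of enzyme fluorescence in the single-dose primary screen is 50% or more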;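 further: 0% = DMSO with enzyme and 100% = substrate without enzyme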
E coli Lon inh: inhibits E. coli Lon protease. P0A9M0. purified E. coli Lon protease, fluorescence polarization. inhibition, % at 7.94 µM. hit rate 0.42% among 360,000. AID 602123; in the data active means inhibition above about 13%, passing the limit was not always enough;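 further: 0% = enzyme with probe and DMSO and 100% = no enzyme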
Target sequence (P0A9M0 whole entry, looked up): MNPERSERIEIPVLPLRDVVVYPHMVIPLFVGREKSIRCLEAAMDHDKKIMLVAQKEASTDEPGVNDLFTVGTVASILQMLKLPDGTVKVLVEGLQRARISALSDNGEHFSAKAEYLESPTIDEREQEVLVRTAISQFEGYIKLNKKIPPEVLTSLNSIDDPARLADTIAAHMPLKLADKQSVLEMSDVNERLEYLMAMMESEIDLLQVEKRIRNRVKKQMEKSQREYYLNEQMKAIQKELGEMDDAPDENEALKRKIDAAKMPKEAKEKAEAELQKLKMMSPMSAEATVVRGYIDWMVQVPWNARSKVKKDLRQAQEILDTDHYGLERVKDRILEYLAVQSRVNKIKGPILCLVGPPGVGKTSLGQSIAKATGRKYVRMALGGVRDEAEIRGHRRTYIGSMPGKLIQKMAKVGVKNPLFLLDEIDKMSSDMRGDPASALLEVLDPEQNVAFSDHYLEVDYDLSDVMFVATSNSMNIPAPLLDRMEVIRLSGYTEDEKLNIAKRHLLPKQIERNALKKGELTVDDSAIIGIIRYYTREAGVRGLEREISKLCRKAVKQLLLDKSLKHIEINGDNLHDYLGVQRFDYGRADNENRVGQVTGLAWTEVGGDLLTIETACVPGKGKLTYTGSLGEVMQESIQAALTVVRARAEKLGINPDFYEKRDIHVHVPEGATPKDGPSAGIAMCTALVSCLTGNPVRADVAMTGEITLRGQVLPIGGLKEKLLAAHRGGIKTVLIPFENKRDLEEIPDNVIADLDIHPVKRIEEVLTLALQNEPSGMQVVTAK
NRP1-CendR mod: modulators of CendR peptide binding to human neuropilin-1. O14786. FAM-RPARPAR peptide binding to NRP-1, fluorescence polarization. inhibition, % at 25 µM. hit rate 0.85% among 360,000. AID 602438;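 active means inhibition or corrected inhibition above about 18%, plus a signal ratio from 0.5 to 1.5, limit read from the data, passing the limit was not always enough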; further: strong numbers were not always called active
Rin1 Abl inh: blocks binding of human Rin1 to Abl | TR-FRET Rin1/Abl binding, biochemical | inhibition, % at 7.35 µM | hit rate 0.4% among 360,000 | AID 588664; in the data active means inhibition above about 5%, passing the limit was not always enough
Neddyl block: blocks human cullin neddylation | P61081+Q13564 | TR-FRET cullin neddylation, biochemical | calls only at 25 µM | hit rate 0.58% among 360,000 | AID 651699; in the data active means inhibition above about 36%
SKN-1 block: blocks SKN-1 activity in C. elegans | inhibition, % at 21.8 µM | AID 624304 | hit rate 0.49% among 360,000 | C. elegans VP596 Pgst-4::GFP/RFP ratio, acrylamide-induced, 24 h;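 active means interference check ratio from 0.5 to 1.5 plus GFP to RFP signal ratio inhibition reaching or exceeding a fixed threshold, cut at about 30% in these data, passing the limit was not always enough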; further: some compounds called inactive have numbers as strong as hits
MsrA inhibitor: inhibits bovine methionine sulfoxide reductase A. purified bovine MsrA, absorbance read-out. inhibition, % at 15.5 µM. hit rate 0.75% among 360,000. AID 651718; in the data active means inhibition above about 4.5%;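 further: 0% = vehicle wells with enzyme and 100% = reference inhibitor wells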
MT1-MMP act inh: inhibitors of human MT1-MMP activation | HT1080 RFP-PRO-GFP cells, GFP/RFP ratio fluorescence, overnight; percent of plate control window, DMSO zero | hit rate 0.061% among 360,000 | GFP/RFP ratio change, % at 20 µM;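 active means GFP/RFP ratio change of at least 30% with cell ATP level not reduced by more than half and red fluorescence within 50% of control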; further: strong numbers were not always called active
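Assay system: HT1080 RFP-PRO-GFP cells. Benchmarks: DMSO vehicle wells and RFP-L50D-GFP reporter cell wells. Times: overnight cell settling, then overnight compound exposure, 37 °C, 5% CO2. Compound: 20 µM single dose, 1% DMSO. Read-out basis: GFP/RFP fluorescence ratio.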
MsrA act: activators of bovine methionine sulfoxide reductase A; purified bovine MsrA, absorbance read-out; activation, % at 10.6 µM; hit rate 0.3% among 360,000; AID 602163; in the data active means activation above about 7.5%;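 further: 0% = vehicle and 100% = reference activator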
Active calls of the source: *; i = inactive; . = not tested or not shown; + = active, no number.

SMILES | FAS TE block | E coli Lon inh | NRP1-CendR mod | Rin1 Abl inh | Neddyl block | SKN-1 block | MsrA inhibitor | MT1-MMP act inh | MsrA act
CC1CCCC(C)N1CCNC(=O)CCn1nc(-c2ccccc2)ccc1=O (configuration not stated) | -14 | -23 | 4 | 0 | i | 5 | -0.2 | 2 | -1
COc1ccc(NC2c3ccccc3C(=O)N2c2ccccn2)cc1Cl (configuration not stated) | 12 | 3 | -8 | -2 | i | -10 | 0.5 | -6 | -6
Cc1nc(=O)c(-c2ccccc2)c(C)n1CCO | -11 | 1 | 5 | 3 | i | -14 | 0.2 | -2 | -11
O=C(c1ccco1)N1CCN(C(=O)c2ccc(-c3ccc(Cl)cc3)o2)CC1 | 6 | 11 | -12 | 0 | i | 2 | 0.0 | 0 | 2
OCC1OC(n2ccc3c(SCc4ccccc4)ncnc32)C(O)C1O (configuration not stated) | -2 | -3 | -11 | 0 | i | 9 | 0.6 | -7 | 0
Cn1c(=O)c2c(ncn2CC(=O)O)n(C)c1=O | -2 | -5 | 3 | -1 | i | -3 | 0.3 | 4 | -1
O=C1C2C(c3ccccc3)C=CC(c3ccccc3)C2C(=O)N1CCCO (configuration not stated) | -2 | -8 | 22* | 4 | i | 9 | 0.8 | 5 | -4
CCC(=O)Nc1ccc(NC(=S)NC(=O)/C=C/c2ccccc2)cc1 | -2 | 21 | 0 | -2 | i | 2 | 1.5 | -6 | -7
O=C1OC(c2ccccc2)(c2ccc(O)cc2)c2ccccc21 (configuration not stated) | 4 | -3 | -2 | 6 | i | -9 | -0.2 | -2 | -8
O=C(Nc1ccc(C(=O)N2CCCCC2)cc1)c1cccc([N+](=O)[O-])c1 | 12 | 2 | -3 | -3 | i | 18 | 0.5 | 5 | -1
C=CCn1c(CCNC(=O)c2cccs2)nnc1SCC(=O)c1ccc(Br)cc1 | -4 | 6 | 0 | 1 | i | -17 | 0.5 | 3 | -1
COc1ccccc1C(=O)Nc1nnc(C)s1 | -8 | -9 | 0 | -2 | i | 1 | 0.4 | -2 | -2
Cc1ccc(-c2[nH]c3ccccc3c2C(C[N+](=O)[O-])c2ccco2)cc1 (configuration not stated) | 26 | 3 | -4 | -2 | i | 29 | 0.3 | -7 | 0
COc1ccc(C(=O)N=c2nc3ccccn3s2)cc1 | -3 | 4 | 4 | -2 | i | 3 | 0.9 | 6 | -1
O=C(NC(=S)Nc1ccc(Oc2ccc(Cl)cc2)cc1)c1ccccc1 | 23 | 4 | -7 | 1 | i | 17 | 1.6 | -2 | -4
CCN(CC)C(=O)Cn1cc(C(=O)C(=O)N(CC)C2CCCCC2)c2ccccc21 | -1 | -14 | 9 | 2 | i | 2 | 0.7 | -7 | -4
NS(=O)(=O)c1ccc(CNC(=O)c2ccccc2SCC(=O)N2CCCC2)cc1 | -10 | -1 | -6 | 0 | i | -2 | -1.2 | 3 | -8
COCCNC(=O)c1ccc2c(c1)C(=O)c1ccccc1-2 | -2 | 3 | -4 | -1 | i | -8 | 1.1 | 1 | -2
COC(C[C@@H]1O[C@H]1C(=O)[C@@H](C)OCc1ccccc1)OC | -11 | 4 | 11 | 2 | i | 4 | 0.3 | 3 | -1
CCN(CC(=O)NC1CCS(=O)(=O)C1)S(=O)(=O)c1ccccc1Cl (configuration not stated) | -4 | -9 | 11 | 4 | i | 16 | 1.0 | 4 | 5
COC(=O)c1cc(OC)c(OC)cc1NCC(=O)Nc1ccc(C)cc1 | -4 | -6 | -1 | 1 | + | 2 | 1.2 | 1 | -4
COc1ccc(-n2c(C)n[nH]c2=O)cc1 | -8 | -5 | -3 | -1 | i | 0 | 0.0 | 5 | -3
O=C(Nc1cccc2ccccc12)c1cccc(F)c1 | 1 | -5 | -5 | 2 | i | 2 | -0.2 | 2 | -1
CC1CC(NC(=O)/C(C#N)=C/c2ccc[nH]2)CC(C)(C)C1 (configuration not stated) | 2 | 0 | 10 | -1 | i | 6 | 0.6 | 3 | -5

Some of the entries above in another layout:
Compound	FAS TE block	E coli Lon inh	NRP1-CendR mod	Rin1 Abl inh	Neddyl block	SKN-1 block	MsrA inhibitor	MT1-MMP act inh	MsrA act
COC(=O)c1cc(OC)c(OC)cc1NCC(=O)Nc1ccc(C)cc1	-4	-6	-1	1	+	2	1.2	1	-4
COc1ccc(-n2c(C)n[nH]c2=O)cc1	-8	-5	-3	-1	i	0	0.0	5	-3

More results.
SMILES | FAS TE block | E coli Lon inh | NRP1-CendR mod | Rin1 Abl inh | Neddyl block | SKN-1 block | MsrA inhibitor | MT1-MMP act inh | MsrA act
CCN1CCN(Cc2ccc(NC(=O)Nc3ccccc3Cl)cc2)CC1 | -4 | -6 | 2 | -4 | i | 23 | -0.3 | 5 | 0
CCOC(=O)Cc1nn(CCc2ccccn2)c(=O)c2ccccc12 | -8 | -6 | 7 | -1 | i | -15 | 1.1 | 6 | 0
Cc1[nH][nH]c(=O)c1C(c1ccc(-c2cccc(Cl)c2)o1)c1c(C)[nH][nH]c1=O | 54* | -5 | -2 | 7.9* | i | 0 | . | 0 | -1
Fc1ccccc1NC(=S)NCc1ccccc1 | -2 | 0 | 6 | -3 | i | 19 | 0.9 | -3 | -1
Cc1ccc(S(=O)(=O)CCN2CCN(c3ccccc3)CC2)cc1 | 0 | -1 | -1 | 3 | i | -15 | 0.5 | -2 | -1
Cn1c(CNC(=O)c2ccco2)nnc1SCC(=O)Nc1ccc(Br)cc1F | -5 | 1 | -7 | -4 | i | 0 | -0.3 | -1 | -3
COc1ccc(CC2(CO)CCN(Cc3nc(C(C)C)cs3)CC2)cc1 | -4 | -1 | -1 | 1 | i | 6 | 0.7 | 0 | 2
O=C1C=CC(=O)N1Cc1ccccn1 | -8 | 6 | 2 | 4 | i | -3 | -0.7 | -1 | -2
S=C1NCCOCCOCCOCCOCCNC(=S)N2CCOCCOCCN1CCOCC2 | -5 | 6 | -26 | 3 | i | -6 | -0.1 | 2 | -4
CCOC(=O)c1ccc2c(c1)nc(-c1ccc(F)cc1)c1nccn12 | -5 | -11 | -1 | -1 | i | -6 | 0.8 | -5 | -8
O=C1N=C(N2CCCCC2)S/C1=C\c1cn[nH]c1-c1ccccc1 | -11 | -7 | -5 | -3 | i | 2 | 0.4 | 2 | -3
CN(CCCn1cnc2c(OCc3ccccc3)ncnc21)CCc1ccccn1 | -7 | -4 | -9 | -2 | i | 0 | -0.9 | 1 | -3
Cc1cc(C)c(C#N)c(SCCS(=O)(=O)c2ccc(C(C)(C)C)cc2)n1 | 46 | -8 | 4 | -1 | i | -32 | -1.6 | -4 | -10
Cn1nc(C(=O)Nc2cccc(S(N)(=O)=O)c2)c2ccccc2c1=O | -5 | 3 | -13 | -3 | i | 9 | -0.6 | 3 | 0
CC(C)NC(=O)c1ccc2c(c1)N(CC(=O)N1CCOCC1)C(=O)C(C)(C)O2 | -7 | -16 | -2 | -4 | i | -9 | -0.9 | -3 | -5
COc1ccc(C2(c3ccc(OC)cc3)NC(=O)N(CC(=O)NC3CCS(=O)(=O)C3)C2=O)cc1 (configuration not stated) | -3 | 5 | -10 | 0 | i | 40* | -0.1 | -4 | -2
CCC(=O)NC1OC(CO)C(O)C(O)C1O (configuration not stated) | -8 | 10 | 6 | -5 | i | 0 | -0.2 | 1 | -10
CCN(CC)CCn1c(=S)[nH]c2cc(Cl)ccc2c1=O | -9 | -16 | 4 | 0 | i | -12 | 1.6 | 4 | -12
CC(=O)c1ccc(NC(=O)C2CCCN(S(=O)(=O)c3cccc4nonc34)C2)cc1 (configuration not stated) | 28 | -4 | -11 | 1 | i | 9 | . | -4 | -3
O=S(=O)(c1c(Cl)cc(Br)cc1Cl)N1CCN(C(=S)NC2CC2)CC1 | 6 | 2 | -6 | 1 | i | -6 | 1.0 | 4 | -9
COc1ccc(C2CC(=O)C(C=NCCO)=C(O)C2)cc1OC (configuration not stated) | -9 | -7 | -2 | 2 | i | 17 | 2.2 | -1 | -12
CCOCCc1nnc(NC(=O)CSc2ccccc2)s1 | -3 | -6 | 13 | 0 | i | -9 | 0.5 | -9 | 2
C#CCN(C(=O)c1cc(COc2ccc(C)c(C)c2)on1)C1CCCCC1 | 24 | -8 | 0 | -1 | i | -6 | -1.2 | 1 | -1
COc1ccc(CCN(C)C(=O)CSc2nnnn2C)cc1OC | -5 | -2 | 9 | 0 | i | -1 | -0.7 | 1 | -4

Molecules shown so far that contain a nitro group on carbon (2):
SMILES | FAS TE block | E coli Lon inh | NRP1-CendR mod | Rin1 Abl inh | Neddyl block | SKN-1 block | MsrA inhibitor | MT1-MMP act inh | MsrA act
O=C(Nc1ccc(C(=O)N2CCCCC2)cc1)c1cccc([N+](=O)[O-])c1 | 12 | 2 | -3 | -3 | i | 18 | 0.5 | 5 | -1
Cc1ccc(-c2[nH]c3ccccc3c2C(C[N+](=O)[O-])c2ccco2)cc1 (configuration not stated) | 26 | 3 | -4 | -2 | i | 29 | 0.3 | -7 | 0

(next part)
SMILES | FAS TE block | E coli Lon inh | NRP1-CendR mod | Rin1 Abl inh | Neddyl block | SKN-1 block | MsrA inhibitor | MT1-MMP act inh | MsrA act
c1ccc(CCn2cccc2)nc1 | -6 | 9 | 14 | 2 | i | 2 | -0.3 | 1 | -3
CCCCN1C(=N)N([C@@H](C)CN2CCC[C@H]2CN2C(N)=NC[C@H]2CC(C)C)C[C@H]1[C@H](C)CC | -1 | 0 | 23 | -1 | i | -10 | 1.0 | 1 | -1
Cc1ccc(Oc2ncccc2C(=O)NC2CCSC2=O)cc1 (configuration not stated) | -8 | -8 | 4 | 3 | i | 7 | 0.8 | -3 | -6
COc1ccc(CNc2nc(NCc3ccc(OC)cc3)n(C(C)=O)n2)cc1 | 4 | 1 | 2 | 0 | i | -11 | -0.2 | 2 | -4
COc1ccc(/C(O)=C2\C(=O)C(=O)N(Cc3ccco3)C2c2ccc(OC)cc2OC)cc1 (configuration not stated) | -2 | -3 | -18 | 0 | i | 18 | 2.6 | 0 | -11
O=C(NC(=S)NCC1CCCO1)c1ccco1 (configuration not stated) | -4 | -1 | 7 | -2 | i | 5 | 0.2 | 4 | -5
COc1ccc(CC(=O)NCC(C)(C)N2CCOCC2)cc1 | -8 | 3 | 3 | 2 | i | -4 | 0.9 | 1 | -4
Cc1ccc(C(C)C)cc1OCC(=O)NNC(=O)Nc1ccccc1 | 5 | -5 | 5 | 1 | i | -1 | 0.1 | 8 | 0
Fc1ccc2c(Cl)c(-c3nnc(-c4cccs4)o3)sc2c1 | -4 | 8 | -10 | 1 | i | 6 | 0.8 | 7 | 2

4 compounds from above, showing only MsrA act, MsrA inhibitor and FAS TE block:
smiles | MsrA act | MsrA inhibitor | FAS TE block
COc1ccc(CNc2nc(NCc3ccc(OC)cc3)n(C(C)=O)n2)cc1 | -4 | -0.2 | 4
COc1ccc(/C(O)=C2\C(=O)C(=O)N(Cc3ccco3)C2c2ccc(OC)cc2OC)cc1 (configuration not stated) | -11 | 2.6 | -2
O=C(NC(=S)NCC1CCCO1)c1ccco1 (configuration not stated) | -5 | 0.2 | -4
COc1ccc(CC(=O)NCC(C)(C)N2CCOCC2)cc1 | -4 | 0.9 | -8
